PGE2 EP2 inh: EP2 receptor (human) inhibition | P43116 | C6 glioma cells expressing human EP2, cAMP TR-FRET; cells stimulated with saturating PGE2 | inhibition, % at 25 µM | actives 0.52% (n = 260,000) | AID 1422;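 active means percent inhibition above 40 after rounding to a whole number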;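 further: rat C6 glioma host cells with rolipram phosphodiesterase inhibitor present; the protocol text gives 20 µM as final concentration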
RBBP9 inh: human RBBP9 hydrolase inhibition; actives 0.2% (n = 220,000); inhibition, % at 7.94 µM; O75884; recombinant RBBP9, FP-Rh probe fluorescence polarization; AID 1515;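 active means inhibition above the campaign mean of all tested compounds plus 3 SD, cut at about 14% in these data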;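 further: plate controls were DMSO wells with RBBP9 for no effect and wells lacking RBBP9 protein for full effect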
Target sequence (O75884 whole entry, looked up): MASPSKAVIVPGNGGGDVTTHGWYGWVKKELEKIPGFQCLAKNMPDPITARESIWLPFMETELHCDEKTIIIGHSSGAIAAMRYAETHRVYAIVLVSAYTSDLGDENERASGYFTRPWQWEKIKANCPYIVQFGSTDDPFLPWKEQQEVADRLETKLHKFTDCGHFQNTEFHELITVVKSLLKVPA
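Controls: DMSO-treated enzyme wells and wells lacking RBBP9 | Material: RBBP9 protein | Technique: Fluorescence polarization | Replication: Single well per compound, no replicates | Buffer or medium: Tris-NaCl-Pluronic buffer, pH 8.0 | Timing: 30 min compound preincubation, 45 min probe labeling, 25 °C | Read-out basis: Percent inhibition from mP, scaled between DMSO and no-protein wells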
Tb hexokinase: blocks Trypanosoma brucei hexokinase 1 activity | inhibition, % at 10 µM | recombinant TbHK1, G6PDH-coupled NADH A340 | actives 0.11% (n = 220,000);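 active means inhibition of 50% or more in the single-dose primary screen; inactive means inhibition below 50%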
Furin inhibitor: human furin inhibition | P09958 | AID 463115 | purified furin, fluorogenic substrate cleavage | actives 0.061% (n = 220,000) | inhibition, % at 30 µM; in the data active means inhibition above about 25%; further: inactives centre near -15
Ba/F3 V617F tox: lowers viability of Ba/F3 cells expressing EpoR and JAK2V617F; AID 1446; inhibition, % at 5.6 µM; actives 1.1% (n = 220,000); ATP luminescence;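 active means inhibition above the campaign mean plus 3 SD over all tested compounds, cut at about 24% in these data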;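 further: cytokine-independent growth of Ba/F3 cells driven by EpoR plus mutant JAK2; 0% = DMSO-treated cells and 100% = JAK inhibitor I control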
BaF3 tox: parental Ba/F3 viability inhibition as JAK2V617F counter-screen | CellTiter-Glo ATP luminescence | inhibition, % at 5.6 µM | actives 1.1% (n = 220,000) | AID 1486;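 active means inhibition above a per-campaign cutoff, the mean inhibition of all tested compounds plus 3 SD, cut at about 27% in these data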;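 further: 0% = DMSO wells and 100% = JAK Inhibitor I control wells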
PPC-1+TRAIL kill: compounds killing PPC-1 cancer cells with TRAIL present (potentiator screen, no TRAIL-free arm). cell killing (% activity), % at 4 µM. AID 1443. PPC-1 cells + TRAIL, ATPLite viability luminescence. actives 0.41% (n = 220,000);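 active means cell killing above 50% in the first pass at 4 µM, then a duplicate retest at 5 µM averaging 50% or more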;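 further: plate controls were cells with TRAIL plus DMSO for no effect and medium-only wells lacking cells for full effect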
NCF1 inh: blocks human p47phox regulatory protein of NADPH oxidases | P14598 | p47phox/p22phox peptide binding, fluorescence polarization, 2 h | inhibition, % at 24.7 µM | actives 0.53% (n = 220,000) | AID 1274;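 active means inhibition above about 30%, limit read from the data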;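 further: 0% = p47phox with labelled peptide and 100% = labelled peptide alone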
p97 inhibitor: human p97 ATPase inhibition. inhibition, % at 8 µM. actives 0.42% (n = 220,000). P55072. recombinant p97 ATPase, Kinase-Glo ATP luminescence, 3 h; in the data active means inhibition above about 15%;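 further: 0% = DMSO vehicle and 100% = wells lacking enzyme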
Target sequence (P55072 whole entry, looked up): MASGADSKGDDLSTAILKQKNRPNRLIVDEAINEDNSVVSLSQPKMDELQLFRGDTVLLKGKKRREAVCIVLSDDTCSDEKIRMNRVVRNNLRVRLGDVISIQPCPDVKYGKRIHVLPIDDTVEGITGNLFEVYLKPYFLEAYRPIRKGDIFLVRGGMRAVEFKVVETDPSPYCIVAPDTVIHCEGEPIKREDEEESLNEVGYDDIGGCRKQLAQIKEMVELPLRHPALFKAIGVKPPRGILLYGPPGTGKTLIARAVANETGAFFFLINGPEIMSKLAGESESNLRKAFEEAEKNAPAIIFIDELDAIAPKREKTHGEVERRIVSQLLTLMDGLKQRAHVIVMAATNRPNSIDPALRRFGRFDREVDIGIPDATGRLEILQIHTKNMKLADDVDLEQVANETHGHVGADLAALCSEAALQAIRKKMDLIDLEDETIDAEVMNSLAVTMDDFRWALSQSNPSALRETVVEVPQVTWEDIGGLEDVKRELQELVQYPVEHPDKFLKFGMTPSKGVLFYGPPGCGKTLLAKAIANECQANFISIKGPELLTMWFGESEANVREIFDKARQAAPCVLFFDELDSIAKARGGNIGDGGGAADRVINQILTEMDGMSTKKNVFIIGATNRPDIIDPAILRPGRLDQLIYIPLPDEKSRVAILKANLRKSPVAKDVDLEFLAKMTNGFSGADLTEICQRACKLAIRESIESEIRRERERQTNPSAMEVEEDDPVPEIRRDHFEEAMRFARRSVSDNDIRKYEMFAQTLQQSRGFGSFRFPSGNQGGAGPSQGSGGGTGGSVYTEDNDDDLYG
* marks the source's active call; other numbers are inactive results; . = not tested or not shown; & = joins results of further samples; [ ] = remark or other dose. The list is partial. The share of hits here may be higher or lower than overall.

mol	PGE2 EP2 inh	RBBP9 inh	Tb hexokinase	Furin inhibitor	Ba/F3 V617F tox	BaF3 tox	PPC-1+TRAIL kill	NCF1 inh	p97 inhibitor
CCn1c(O)c(C(c2ccccn2)c2c(O)n(CC)c(=S)[nH]c2=O)c(=O)[nH]c1=S	9&15	-8	-5	-12[20 µM]	3	3	12	-6	-4
C=CCN1C(=O)/C(=C\c2ccc(N3CCOCC3)o2)C(=O)NC1=S	9	-5	0	0	-1	3	12	-199	2
CCOc1cccc(OCC)c2c(C)[n+](CC3CCCO3)c(C)c1-2 (centres undefined)	17	-6	-18	-16[20 µM]	-4	3	30	16	1
Cc1cc(C(=O)NP(=O)(N2CCOCC2)N2CCOCC2)c(C)n1C1CC1	5	-3	-2	-34	0	7	14	-11	0
CC(=NCC1CCCO1)c1c(O)n(C2CCCCC2)c(=O)[nH]c1=O (centres undefined)	4	-3	0	-20	-1	3	12	-15	2
c1ccc(C2=NP(N3CCOCC3)(N3CCOCC3)=NC(N3CCOCC3)=N2)cc1	24	-1	-1	-17	-2	0	-3	5	4
CCCOc1ccccc1C1SCC(=O)Nc2c1c(=O)[nH]n2C(C)CCC (centres undefined)	9	-3	0	-9	1	4	1	-6	-3
CCCCN1C(=O)/C(=C/c2ccc(N3CCCCCC3)cc2)C(=O)NC1=S	9	-10	29	6	-2	9	5	14	6
CCC1(OC(=O)CN)C(=O)OCc2c1cc1n(c2=O)Cc2cc3ccccc3nc2-1 (centres undefined)	9	-6	-40	-154	99*	96*	30[5 µM]	-8	1
C=COCCn1c(C)c(C(=O)OCC)c2cc(O)ccc21	5&11	-5	6	-6	0	8	4	-7	5
CC(=O)c1c(C)n(C2CCCCC2)c2ccc(O)cc12	8	5	3	0	4	-1	8	5	-2
CCn1cc(CN2CCCC(C(=O)c3sccc3C)C2)cn1 (centres undefined)	6	1	4	1	-1	3	-4	-1	5
CCCCn1c(O)c(C=NCCCN(CC)CC)c(=O)[nH]c1=O	10	-4	-2	-20	-3	0	2	-13	-1
CCOc1ccc(N=Cc2c(O)n(-c3ccc(C)c(C)c3)c(=O)[nH]c2=O)cc1	6	1	-41	-9	-2	-3	-4	-8	6
COc1ccc(NC(=O)CN2C3CCC2CC(O)(c2cccnc2)C3)cc1OC (centres undefined)	13	-2	2	-27	1	1	0	2	3
CCOC(=O)c1cc(C)n(CCc2cnc[nH]2)c1C	5	-2	1	-19	-4	-1	3	-2	2
O=C1C(=O)c2ccccc2-c2ccccc21	45*	3	-5	-10[20 µM]	100*	102*	68*[5 µM]	-3	32*
CCN(CC)C1=NC(=[N+](CC)CC)c2ccccc21	8	-6	-14	-12[20 µM]	80*	66*	5	0	8
C[C@H]1O[C@H]1P(=O)(O)O	13	9&-8	1&-4	-15&-15	-3&-1	0&5	12	3&-2	10&-1
CCN(CC)CCCN=C(C)c1c(O)n(C2CCCCC2)c(=O)[nH]c1=O	5	-6	1	-19	0	6	6	-3	5
CCOC(=O)c1cncn1C(C)c1ccccc1 (centres undefined)	9	1	4	-17	-4	-1	18	4	6
CCOC(=O)c1cc(C(O)(C(=O)OC)C(F)(F)F)c(/N=C/N(C)C)o1 (centres undefined)	8	-5	-43	0[20 µM]	0	2	-4	-9	-3
Cc1ccccc1-c1nc(CS(=O)CC(=O)N2CCC3(CC2)OCCO3)c(C)o1 (centres undefined)	11	3	30	-11	-1	6	-7	-3	2
CN(C)[C@@H]1C(=O)C(C(N)=O)=C(O)[C@@]2(O)C(=O)C3=C(O)c4c(O)ccc(Cl)c4[C@@](C)(O)C3C[C@@H]12 (some centres undefined)	.	8	-10	-9	-2	-3	9	0	10
C=C(C)CSc1nnc([C@@H](N)Cc2c[nH]c3ccccc23)o1	10	-11	-2	-14	2	3	-3	-3	-5
O=C(C(=O)N1CCOCC1)c1cn(Cc2c(F)cccc2Cl)c2ccccc12	2	10	-6	-18	-1	6	15	2	0
FC(F)(F)c1cccc(N2CCNCC2)c1	14&12	-4	.	.	-2	-3	15	4	5
COC(=O)c1ccccc1N=Cc1c(O)[nH]c(=S)[nH]c1=O	12	2	-6	-19	-1	0	13	-23	9
CN1CCN(/N=C/c2c[nH]c3ccccc23)CC1	8	-3	-8	-18	-2	-1	4	0	2
CCOC(=O)C1=C(N)OC2=C(C(=O)CCC2)C12C(=O)N(C)c1ccccc12 (centres undefined)	8	3	-10	-24	-4	-4	-10	-7	4
CN1CCN(c2ccc(/C=C3\C(=O)NC(=S)N(c4cccc(Br)c4)C3=O)o2)CC1	7	3	-2	-1	-4	1	6	-175	9
N#CC1=C(N)Oc2cc(O)ccc2C1c1ccc2c(c1)OCO2 (centres undefined)	6	-4	5	-9	6	9	-4	-7	-1
Cc1ccc(OCCn2cccc2/C=C2/C(=O)NC(=O)N(Cc3ccco3)C2=O)cc1	16	-4	5	-14	-3	3	5	-107	3
CCC(=Nc1cc(OC)ccc1OC)c1c(O)[nH]c(=O)[nH]c1=O	0	4	-12	3[20 µM]	-3	-1	-8	2	5
CCN(CC)CCCN=Cc1c(O)n(CCc2ccc(F)cc2)c(=O)[nH]c1=O	7	-8	8	-22	1	6	7	-5	3
NP(=O)(Oc1ccc(Cl)cc1)Oc1ccc(Cl)cc1	5	-6	5	-19	1	7	-12	-6	2
CCC1(CC)C(=O)NC(=NCCc2c[nH]c3ccccc23)NC1=O	5	-8	5	-3	9	16	18	-8	-2
O=c1c(/C=N/N2CCOCC2)c(O)n(-c2ccccc2)c(=S)n1-c1ccccc1	8	-8	-26	-12	0	2	17	-33	0
Fc1ccccc1CCNCc1cccc2ccccc12	13	0	17	-15	-1	4	29	-12	3
Cc1cccc(N2C(=O)NC(=O)/C(=C\C=C\c3ccco3)C2=O)c1	44*	0	-7	14	4	-4	3	-32	0
CC(=O)Cc1ccc(OC(C)C)cc1	7	2	-9	-25	-1	0	27	-9	3
O=P(C(=Nc1ccc(Cl)cc1)N1CCOCC1)(N1CCOCC1)N1CCOCC1	23	-7	-5	-5[20 µM]	3	1	12	1	-5
CN1CCN(/N=C/c2c(O)n(C)c(=O)n(C)c2=O)CC1	4	-5	-5	-10	-3	3	.	-3	-1
OC(COCc1ccc(Cl)cc1)CN1CC=C(c2ccccc2)CC1 (centres undefined)	10	6	2	-20	-1	5	-16	-4	0
CCCN(CCC)[C@@H]1CCc2cccc(O)c2C1	10&12	.	-7	-16	.	.	-5	-10	.
Cc1ccc(S(=O)(=O)NC(Cc2cnc[nH]2)C(=O)O)cc1 (centres undefined)	8	-8	33	-8	-3	4	1	-10	6
CCCCN=Cc1c(O)n(-c2c(C)cc(C)cc2C)c(=O)[nH]c1=O	7	4	3	-16	-4	1	-6	-15	10
Cc1cc(/C=C2/C(=O)NC(=O)N(c3ccccc3)C2=O)c(C)n1-c1ccc(F)cc1	16	-6	-1	-9[20 µM]	-6	0	.	.	4

Part of the list above in order of number of heavy atoms, rising:
mol	PGE2 EP2 inh	RBBP9 inh	Tb hexokinase	Furin inhibitor	Ba/F3 V617F tox	BaF3 tox	PPC-1+TRAIL kill	NCF1 inh	p97 inhibitor
Cc1ccc(S(=O)(=O)NC(Cc2cnc[nH]2)C(=O)O)cc1 (centres undefined)	8	-8	33	-8	-3	4	1	-10	6
OC(COCc1ccc(Cl)cc1)CN1CC=C(c2ccccc2)CC1 (centres undefined)	10	6	2	-20	-1	5	-16	-4	0
O=c1c(/C=N/N2CCOCC2)c(O)n(-c2ccccc2)c(=S)n1-c1ccccc1	8	-8	-26	-12	0	2	17	-33	0

(listing goes on)
mol	PGE2 EP2 inh	RBBP9 inh	Tb hexokinase	Furin inhibitor	Ba/F3 V617F tox	BaF3 tox	PPC-1+TRAIL kill	NCF1 inh	p97 inhibitor
COc1cccc(C2(O)CCN(Cc3ccncc3)CC2)c1	5	-2	0	-14	-1	3	.	5	-2
O=C(c1ccc(C(F)(F)F)cc1)C1CCCN(Cc2ccc(CO)o2)C1 (centres undefined)	3	-3	-5	-21	-1	-2	7	-3	-3
O=C(Nc1ccccc1OC(=O)N1CCCCC1)N1CCCCC1	8	-3	6	-14	-2	-2	17	3	7
O=[N+]([O-])c1cc(S(=O)(=O)c2ccc(O)c([N+](=O)[O-])c2)ccc1O	9	-8	35	-12	-4	3	-13	-16	7
CSc1ccc(C(=O)C2CCCN(Cc3cccnc3)C2)cc1 (centres undefined)	4	-6	-17	-25	-3	4	25	-24	-1
Cc1nc2ccccc2c(=O)n1-c1ccccc1[N+](=O)[O-]	3	-3	-1	-4	-4	-2	11	2	4
CCOC(=O)C1=CC(=C2C(=O)N(CC)C(=S)N(CC)C2=O)c2ccccc2O1	5	-4	-5	-28	1	5	14	-194	3
Nc1ccccc1C(=O)OCc1ccc([N+](=O)[O-])cc1	7	-7	-1	-6	1	5	19	-5	-2
COc1cc2c(cc1OC)-c1c3c(cc4c1[C@@H](C2)N(C)CC4)OCO3	6	-4	-6	-14	0	3	11	-5	4
C=CCN1C(=O)NC(=O)C(Cc2ccc(OC)c(OC)c2)C1=O (centres undefined)	9	-5	4	0[20 µM]	-4	4	27	-15	5
Cc1ccc(N)c(C(=O)c2ccc(Br)cc2)c1	7	2	-1	-27	0	-3	9	-6	3
CCC(=NCCc1ccccc1)c1c(O)[nH]c(=O)[nH]c1=O	7	11	-5	-13	-5	5	6	-7	4
O=C(c1cc([N+](=O)[O-])ccc1N1CCNCC1)N1CCOCC1	3	1	-25	-6	-3	4	-2	-6	2
CCCc1nc2ccc(Br)cc2c(=O)n1-c1ccc([N+](=O)[O-])c(C(F)(F)F)c1	4	-9	2	-29	-1	6	31	-24	-4
O=C1NC(=S)NC(=O)C12C(c1ccccc1)NC(=S)NC2c1ccccc1 (centres undefined)	6	-4	-3	-6	-3	-3	-6	-4	4
O=P(NS(=O)(=O)c1ccc(Cl)cc1)(Oc1ccccc1)Oc1ccccc1	4	-9	1	-6[20 µM]	1	1	8	-12	-9
O=C1CN=C(c2ccccc2)c2oc3ccc(Br)cc3c2N1	7	-5	41	-9	2	3	-12	-7	3
NC1=Nc2ccccc2Oc2ccccc21	.	-5	-3	-17[20 µM]	0	7	9	-5	-3
CC/C(=N\NC(N)=O)c1c(O)[nH]c(=O)[nH]c1=O	6	-5	-1	-29	-3	1	10	-8	6
Cc1nc2c(c(=O)[nH]1)C(c1ccc([N+](=O)[O-])cc1)c1c(c3ccccc3oc1=O)O2 (centres undefined)	9	1	-11	-16	-1	-3	0	-10	14
O=c1[nH]c(=O)n(C2CCCCCC2)c(O)c1C=NC1CCN(Cc2ccccc2)CC1	12	-4	1	-24	-1	-1	13	-12	-3
CC(Cc1cccs1)NCc1ccccc1 (centres undefined)	4	-9	1	-7	-4	1	-11	8	3
CC(C)(C)P(=O)(N1CCOCC1)N1CCOCC1	13	-7	-6	-28	1	1	0	-16	1
CCN(CC)c1ccc(/C=C2\C(=O)NC(=O)N(CC3CCCO3)C2=O)cc1 (centres undefined)	29	-3	-56	1	2	7	19	-116	3
CN(C)C(=O)Oc1ccc(Cl)c2ccccc12	6	-1	4	-15[20 µM]	-2	2	25	-6	-5
CN1CSC(=S)N(C)C1	7	0	-8	-16[20 µM]	2	10	9	-20	7
Cc1cc(N2CCCC2)ccc1C=C(C#N)C#N	19	-8	10	3	3	2	-3	-224	-2
c1cncc(CNC2=NCCC2)c1	5	-3	2	-24	0	0	2	-18	4
COc1ccc(OCC#CCN2CCCCCC2)cc1	8	4	-5	-19	-1	-2	2	2	0

Screening results (PubChem BioAssay)
